# Source: PubChem BioAssay (several laboratories)
# Arr AP2 block: blocks beta-arrestin peptide binding to AP2 adaptin. FITC-arrestin peptide / GST-AP2 beads, flow cytometry; AP2 beta2 appendage carries R879A mutation. inhibition, % at 10 µM. actives 0.31% (n = 340,000). AID 504490;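 active = inhibition above a set limit, near 3 SD of compounds lacking own fluorescence, cut at about 54% in these data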;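 note: plate controls were DMSO wells for no effect and 5 µM unlabelled arrestin peptide for full effect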
#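 system = GST-tagged AP2 beta2-adaptin appendage (R879A) on 4 µm glutathione beads | reagent = FITC-labelled arrestin peptide probe, 50 nM final | schedule = compound with beads 12 min RT, then probe 1 h RT | signal = HyperCyt-sampled flow cytometry, FL1 channel, ex 488/em 535 nm | read-out = percent response from loss of bead-bound FITC fluorescence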
# CAL PDZ FP-1: CAL PDZ (human) peptide binding inhibition; Q9HD26; purified CAL PDZ, TMR-peptide fluorescence polarization, 1 h; inhibition, % at 24.9 µM; actives 0.92% (n = 300,000); AID 602252;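 active = mean inhibition of at least 30% with at least half of replicates also reaching 30%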;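 note: 0% = DMSO neutral control and 100% = excess unlabeled competitor peptide PRC23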
# DSG3 Ab inh: human desmoglein-3 autoantibody binding inhibition | DSG3-coupled beads, scFv-anti-DSG3-GFP binding, flow cytometry; stronger effect = lower value | binding (percent of control), % at 10 µM | actives 0.48% (n = 310,000);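 active = binding more than 3 SD below its plate's average and above zero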;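 note: hits lower antibody fragment binding to DSG3; some compounds called inactive have numbers as strong as hits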
# Keap1 Nrf2 FP: disrupts human Keap1 binding to Nrf2 peptide; AID 504523; Q14145; actives 0.15% (n = 340,000); Keap1 Kelch-Nrf2 peptide fluorescence polarization, 1536-well; inhibition, % at 9.4 µM; in the data active = inhibition above about 12%;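 note: human Keap1 Kelch domain with fluorescein labeled Nrf2 9mer peptide probe; 0% = neutral control wells and 100% = peptide positive control; higher means more block of Keap1 binding to Nrf2 peptide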
# V-ATPase pH: alters yeast V-ATPase proton transport. S. cerevisiae, pHLuorin cytosolic pH fluorescence. response, % at 10 µM. actives 0.37% (n = 350,000). AID 504577; in the data active = response mostly above about 7.3%, no sharp cut-off; inactive = mostly below about 5.4%; note: actives read high; inactives centre near 0; some compounds called inactive have numbers as strong as hits; reference of the scale not given here
# LANA DNA inh: inhibitors of KSHV LANA C-terminal domain DNA binding. MBP-C-LANA/FAM-LBS DNA binding, fluorescence polarization. inhibition, % at 9 µM. actives 0.078% (n = 340,000). AID 504423;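 active = highest replicate inhibition at or above 60% at 9 µM, even if other replicates fall short; inactive = all replicates below 60% inhibition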;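 note: 0% = neutral control wells and 100% = 4 µM acridine orange control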
# DAGLB inhibitor: blocks human DAGLB lipase activity; actives 0.059% (n = 340,000); Q8NCG7; HEK293T DAGLB membrane lysate, EnzChek fluorogenic substrate; inhibition, % at 5.17 µM; in the data active = inhibition above about 34%;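 note: 0% = enzyme with vehicle and 100% = wells lacking enzyme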
# Target sequence (Q8NCG7 whole entry, looked up): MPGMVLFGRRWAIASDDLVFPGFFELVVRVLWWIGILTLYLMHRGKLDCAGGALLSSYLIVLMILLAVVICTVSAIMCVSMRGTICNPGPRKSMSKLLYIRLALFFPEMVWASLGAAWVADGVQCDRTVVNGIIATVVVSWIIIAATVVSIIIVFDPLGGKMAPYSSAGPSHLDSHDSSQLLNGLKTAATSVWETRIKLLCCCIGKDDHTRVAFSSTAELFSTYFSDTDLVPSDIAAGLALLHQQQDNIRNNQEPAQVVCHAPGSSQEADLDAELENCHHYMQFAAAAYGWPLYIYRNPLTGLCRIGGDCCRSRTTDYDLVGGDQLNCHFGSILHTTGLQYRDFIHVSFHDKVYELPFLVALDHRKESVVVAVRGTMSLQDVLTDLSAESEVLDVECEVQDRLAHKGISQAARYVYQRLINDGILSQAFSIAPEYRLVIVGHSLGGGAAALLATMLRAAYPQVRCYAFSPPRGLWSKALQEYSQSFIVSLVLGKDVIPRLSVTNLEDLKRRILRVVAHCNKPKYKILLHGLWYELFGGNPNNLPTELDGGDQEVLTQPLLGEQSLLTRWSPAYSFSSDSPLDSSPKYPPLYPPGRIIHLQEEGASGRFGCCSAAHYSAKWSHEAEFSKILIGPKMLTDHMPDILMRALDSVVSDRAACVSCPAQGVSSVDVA
# NSD2 HMT inh: inhibitors of human histone methyltransferase NSD2; O96028; NSD2 peptide methylation, AlphaScreen, 120 min; inhibition, % at 12.5 µM; actives 0.54% (n = 310,000); AID 743445; in the data active = inhibition above about 50%
# CAL PDZ FP-2: inhibitors of human CAL PDZ peptide binding; AID 504414; purified CAL PDZ, TMR-peptide fluorescence polarization, 1 h; actives 0.02% (n = 330,000); inhibition, % at 20 µM;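 active = highest replicate inhibition of at least 40%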;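 note: plate controls were DMSO neutral control wells for no effect and unlabeled competitor peptide control wells for full effect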
#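 System: tagged CAL PDZ domain. Schedule: 1 h room-temperature incubation prior to read. Signal: fluorescence polarization (mP). Measure: percent inhibition from loss of millipolarization.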
# Cardiac RTF inh: cardiac RTF calcium desensitization | P19429+P45379 | IANBD-labeled cardiac RTF, Ca2+ fluorescence | inhibition, % at 7.15 µM | actives 0.12% (n = 340,000);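 active = inhibition above the mean inhibition of all tested compounds plus 3 SD, cut at about 17% in these data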;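 note: assay run at fixed EC70 calcium of 1.6 mM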
# The depositor's hits bear a star; nt = not tested or not shown.
SMILES,Arr AP2 block,CAL PDZ FP-1,DSG3 Ab inh,Keap1 Nrf2 FP,V-ATPase pH,LANA DNA inh,DAGLB inhibitor,NSD2 HMT inh,CAL PDZ FP-2,Cardiac RTF inh
Nc1ncnc2c1ncn2[C@@H]1O[C@H](CNS(=O)(=O)c2cc3ccccc3s2)[C@@H](O)[C@H]1O,20,-7,107,4,5,-1.9,0,nt,-0.7,-1
CCOCCCNC(=O)C1c2ccccc2C(=O)N2CCc3ccccc3C12 (stereo not given),14,0,109,0,-1,-1.6,1,-3,-0.3,-1
N/C(COc1ccc(C(=O)O)cc1)=N\O,-5,-1,100,-4,-1,-0.1,1,0,0.5,-8
Cc1ccc(OCCNC(=O)c2ccccc2N)cc1,10,3,46*,-1,0,-1.4,-1,nt,0.6,-2
C#CCn1c(=NC(=O)c2cc(Cl)sc2Cl)sc2cc(S(N)(=O)=O)ccc21,1,-4,83,1,-7,-1.5,1,1,-0.9,-1
COc1cc(/C=N/n2cnnc2)ccc1OC(=O)c1ccncc1,18,-2,100,2,-1,-0.9,-2,0,nt,-10
Cc1ccccc1OCc1nnc(SCCN2CCCC2)n1-c1ccccc1,14,-4,101,2,2,0.6,0,9,-1.2,-3
CC(C(=O)N1CCCC1)N1CCN(S(=O)(=O)c2ccc(C(C)(C)C)cc2)CC1 (stereo not given),18,-1,100,-5,6,-0.2,-2,0,-4.5,-1
COc1ccc(CN2CCN(S(=O)(=O)c3ccccc3)CC2)c(OC)c1,11,-2,105,-5,0,0.3,-1,5,-3.4,-1
CC1Cc2ccccc2N1C(=O)CSc1nnc2c(n1)[nH]c1ccc(F)cc12 (stereo not given),4,4,101,1,0,0.1,-1,-3,-4.4,-19

# Record cards (already shown). Order of screens: Arr AP2 block	CAL PDZ FP-1	DSG3 Ab inh	Keap1 Nrf2 FP	V-ATPase pH	LANA DNA inh	DAGLB inhibitor	NSD2 HMT inh	CAL PDZ FP-2	Cardiac RTF inh
# Entry for COc1ccc(CN2CCN(S(=O)(=O)c3ccccc3)CC2)c(OC)c1 = 11	-2	105	-5	0	0.3	-1	5	-3.4	-1
# Entry for CC1Cc2ccccc2N1C(=O)CSc1nnc2c(n1)[nH]c1ccc(F)cc12 (stereo not given) = 4	4	101	1	0	0.1	-1	-3	-4.4	-19
# Entry for CCOCCCNC(=O)C1c2ccccc2C(=O)N2CCc3ccccc3C12 (stereo not given) = 14	0	109	0	-1	-1.6	1	-3	-0.3	-1

# The list goes on:
SMILES,Arr AP2 block,CAL PDZ FP-1,DSG3 Ab inh,Keap1 Nrf2 FP,V-ATPase pH,LANA DNA inh,DAGLB inhibitor,NSD2 HMT inh,CAL PDZ FP-2,Cardiac RTF inh
Nc1scc2c(C(=O)N/N=C/c3ccc(Cl)cc3)nn(-c3ccccc3)c(=O)c12,2,0,97,-2,3,-1.0,7,73*,-1.7,-2
O=C(CCl)Nc1c2c(nn1-c1ccccc1)CSC2,-4,nt,98,-1,-1,-1.0,2,5,-2.9,-9
Clc1ccc2c(N3CCOCC3)ccnc2c1,-16,nt,98,-4,5,-0.3,-2,-1,-0.2,-5
Cc1cccc(C(=O)Nc2sc3c(c2C(=O)O)CCCC3)c1,-8,5,95,1,1,-0.8,8,-1,0.0,-5
Cc1ccc(NC(=O)c2cccc(S(=O)(=O)N3CCCC3)c2)nc1,-2,nt,97,-1,1,-1.7,3,0,-0.9,-2
CCSc1ncc(Cl)c(C(=O)N(Cc2ccc(N(C)C)cc2)C2CCS(=O)(=O)C2)n1 (stereo not given),4,-6,100,-6,0,0.9,2,4,0.6,0
CCc1nc(NC(C)C)c2oc3ccccc3c2n1,-1,-1,104,0,0,1.5,-3,2,-1.7,1
COc1ccc(-c2nnn(-c3cc(Cl)cc(Cl)c3)c2N)cc1,28,1,nt,2,-2,-1.1,1,-2,-0.7,-18
Fc1ccc(-c2nn3c(C4COc5ccccc5O4)nnc3s2)cc1 (stereo not given),-4,-5,nt,-1,-3,0.7,-2,-1,-1.7,1
C=CCn1c2ccccc2c2nnc(SCc3ccc4nonc4c3)nc21,8,0,98,1,0,0.4,0,0,-0.4,-15

# Three compounds drawn at random from the list so far:
SMILES,Arr AP2 block,CAL PDZ FP-1,DSG3 Ab inh,Keap1 Nrf2 FP,V-ATPase pH,LANA DNA inh,DAGLB inhibitor,NSD2 HMT inh,CAL PDZ FP-2,Cardiac RTF inh
O=C(CCl)Nc1c2c(nn1-c1ccccc1)CSC2,-4,nt,98,-1,-1,-1.0,2,5,-2.9,-9
CCSc1ncc(Cl)c(C(=O)N(Cc2ccc(N(C)C)cc2)C2CCS(=O)(=O)C2)n1 (stereo not given),4,-6,100,-6,0,0.9,2,4,0.6,0
COc1cc(/C=N/n2cnnc2)ccc1OC(=O)c1ccncc1,18,-2,100,2,-1,-0.9,-2,0,nt,-10

# Among those listed so far, these contain an aryl methoxy group:
SMILES,Arr AP2 block,CAL PDZ FP-1,DSG3 Ab inh,Keap1 Nrf2 FP,V-ATPase pH,LANA DNA inh,DAGLB inhibitor,NSD2 HMT inh,CAL PDZ FP-2,Cardiac RTF inh
COc1cc(/C=N/n2cnnc2)ccc1OC(=O)c1ccncc1,18,-2,100,2,-1,-0.9,-2,0,nt,-10
COc1ccc(CN2CCN(S(=O)(=O)c3ccccc3)CC2)c(OC)c1,11,-2,105,-5,0,0.3,-1,5,-3.4,-1
COc1ccc(-c2nnn(-c3cc(Cl)cc(Cl)c3)c2N)cc1,28,1,nt,2,-2,-1.1,1,-2,-0.7,-18

# Next structures follow:
SMILES,Arr AP2 block,CAL PDZ FP-1,DSG3 Ab inh,Keap1 Nrf2 FP,V-ATPase pH,LANA DNA inh,DAGLB inhibitor,NSD2 HMT inh,CAL PDZ FP-2,Cardiac RTF inh
O=c1c(Cl)c(Cl)cnn1-c1ccccc1,17,4,103,2,2,-1.3,-7,2,-0.4,-5
Cc1cccc(Nc2nnc(SCC(=O)c3ccc(Br)s3)s2)c1C,5,nt,97,-3,-3,1.4,4,0,-0.4,-4
COc1cccc(C2=NN(C(=O)c3ccccc3)C(O)(C(F)(F)F)C2)c1 (stereo not given),7,0,102,-7,-4,-0.8,-6,-3,-2.8,3
CCN(c1cccc(C)c1)S(=O)(=O)c1ccc2c(c1)CCN2C(C)=O,0,0,104,4,-1,-0.4,1,-1,-2.7,-14
Cc1cnc(NC(=O)CN2CCN(c3ccccn3)CC2)s1,-6,-1,75,3,0,0.5,1,5,-2.1,-6
COc1ccc(-n2nc([N+](=O)[O-])c(=NCCc3cccc(C)c3)n2O)cc1,7,0,83,2,2,-1.5,5,1,-3.6,-2
Cc1ccc(CN2C(=O)CCC2C(=O)NCc2ccco2)cc1 (stereo not given),92*,-2,104,-5,-1,1.7,0,2,0.9,3
NC(=O)C1(N2CCCCC2)CCN(C(=O)c2ccc(C#CC3(O)CCCCC3)cc2)CC1,-4,-2,96,-6,0,0.2,1,-1,0.3,-1
Cc1ccc(S(=O)(=O)NCCCCCC(=O)Nc2ccccc2)cc1,16,-1,105,2,-3,-0.4,-3,-4,-0.6,2
COC(=O)c1sc(N)c(C(=O)OC)c1COC(=O)C12CC3CC(CC(O)(C3)C1)C2,-3,-9,nt,-4,2,-2.3,0,-3,-2.5,-41
COc1ccccc1CNC(=O)CCC(=O)N1Cc2cccc(OC)c2Oc2ncccc21,11,-3,100,-5,0,-1.2,3,2,-1.4,-6
Cc1nn(Cc2ccccc2)c(=O)c2nn(-c3ccc(Cl)cc3)c(C)c12,8,-5,110,1,-1,-1.0,0,0,-1.3,1
CSc1c(SCc2ccccc2)cnn(Cc2ccccc2)c1=O,6,nt,111,1,0,-1.8,-7,-1,0.1,-17
CCCCC(=O)Nc1ccc(N2CCN(c3ccc(F)cc3)CC2)cc1,0,-6,91,0,0,0.4,0,-6,-1.4,-4
CCOc1ccccc1C(=O)N(Cc1ccccc1)Cc1cc2cc3c(cc2[nH]c1=O)OCCO3,2,-4,114,-4,-1,0.2,0,4,-3.4,-4
O=S(=O)(NCCc1nc2ccccc2[nH]1)c1ccccc1,12,nt,105,-3,1,1.1,5,0,-0.3,-7
CCN(CC)CCCNC(=O)c1nn(-c2cccc(OC)c2)c(=O)c2ccccc12,-6,11,109,-2,4,-1.5,-2,nt,-1.2,-9
CSc1cccc(NC(=S)N(Cc2ccc(C)cc2)Cc2cccnc2)c1,33,0,110,-5,5,-1.3,-8,-2,0.4,1
CCOc1ccc(S(=O)(=O)N2CCCC(C(=O)Nc3cc(C)cc(C)c3)C2)cc1 (stereo not given),7,-7,102,-8,2,-0.1,-7,-2,-1.4,-10
CCOC(=O)c1c(S(=O)(=O)NCC(=O)Nc2cccc(F)c2)c(C)n(C)c1C,-7,0,nt,-7,-3,0.1,-1,2,-1.6,-2
Cc1cccc(NS(=O)(=O)c2ccc3c(c2)OCCO3)c1,15,5,95,-5,-3,-1.0,-3,1,-0.8,2
CCC(C)CCN1C(N(C)C)=NC[C@@H]1C (stereo not given in full),8,0,102,5,7,-0.2,3,nt,-1.1,-3
O=C(Nc1ccon1)Nc1ccccc1C(F)(F)F,6,-1,109,-3,4,-0.7,-2,1,-3.2,-6
CCOC(=O)c1c(C)n(CC)c2c1cc(O)c1ccccc12,7,-4,93,2,3,-0.6,1,1,-1.1,-2
CN(C)CC(C)(C)CNS(=O)(=O)CC12CCC(CC1=O)C2(C)C (stereo not given),8,-2,nt,-1,7,-0.2,-2,1,0.8,-3
COc1ccc(Cc2nnc(NC(=O)c3ccccc3F)s2)cc1OC,4,nt,110,1,4,0.6,-2,1,0.2,-11
Cc1nn(CCC(=O)O)c2nc(-c3cccnc3)cc(C(F)(F)F)c12,-2,-4,101,-8,nt,3.6,-2,-5,-0.9,-16
CN1CCCC(OC(=O)c2cc(Cl)ccc2Cl)C1 (stereo not given),7,-4,119,-3,6,1.9,0,-1,-1.0,7
CC(=O)NCCC(=O)Nc1ccc(C(N)=O)cc1,14,-1,114,-1,-2,-1.3,-1,0,-0.9,-13
COc1ccccc1C(=O)Nc1ccccn1,1,nt,102,2,1,0.7,-2,nt,-0.1,-8
COc1ccc(N2C(=O)/C(=C/c3ccc([N+](=O)[O-])cc3)N=C2C)cc1,12,5,73,0,-3,-0.1,nt,-3,0.4,nt
O=C(NCCC(=O)N1CCCCC1)c1ccc(Br)cc1,-13,-3,103,-3,2,0.4,2,-1,-3.2,-2
CCn1c(-c2ccccc2)csc1=Nc1ccc(S(=O)(=O)O)cc1,2,0,110,-4,3,-0.7,5,3,-2.2,-15
Cc1ccc(NC(=O)C(=O)NC2CCCCC2)cc1,14,nt,95,-1,0,0.1,0,7,-0.7,-3
Cc1cc(C)n(-c2ccc(C(=O)NC(C)C)cc2)n1,3,-2,90,-1,3,-0.8,-5,-6,0.2,1
COc1ccc(-c2nc(NC(=O)C3CCN(c4nc5ccccc5o4)CC3)sc2C)cc1,11,-3,nt,-1,nt,1.7,-1,nt,0.2,4

# A portion of the library; the hit share may differ from the screen's.
